# High-throughput results as filed in PubChem BioAssay.
# KCNQ1 act = potentiators or activators of KCNQ1 channel, primary screen, cell-based, thallium flux, high-throughput. Potassium voltage-gated channel subfamily KQT member 1 (Homo sapiens), P51787. CHO-K1 KCNQ1, thallium flux FluxOR fluorescence; active compounds read high. B-score at 10 µM. 0.35% of 310,000 active. AID 2648, 2010;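 active = fluorescence ratio B-score, a plate-corrected score, at least three library SD, with initial intensity B-score within 5 SD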
# Target sequence (P51787 whole entry, looked up): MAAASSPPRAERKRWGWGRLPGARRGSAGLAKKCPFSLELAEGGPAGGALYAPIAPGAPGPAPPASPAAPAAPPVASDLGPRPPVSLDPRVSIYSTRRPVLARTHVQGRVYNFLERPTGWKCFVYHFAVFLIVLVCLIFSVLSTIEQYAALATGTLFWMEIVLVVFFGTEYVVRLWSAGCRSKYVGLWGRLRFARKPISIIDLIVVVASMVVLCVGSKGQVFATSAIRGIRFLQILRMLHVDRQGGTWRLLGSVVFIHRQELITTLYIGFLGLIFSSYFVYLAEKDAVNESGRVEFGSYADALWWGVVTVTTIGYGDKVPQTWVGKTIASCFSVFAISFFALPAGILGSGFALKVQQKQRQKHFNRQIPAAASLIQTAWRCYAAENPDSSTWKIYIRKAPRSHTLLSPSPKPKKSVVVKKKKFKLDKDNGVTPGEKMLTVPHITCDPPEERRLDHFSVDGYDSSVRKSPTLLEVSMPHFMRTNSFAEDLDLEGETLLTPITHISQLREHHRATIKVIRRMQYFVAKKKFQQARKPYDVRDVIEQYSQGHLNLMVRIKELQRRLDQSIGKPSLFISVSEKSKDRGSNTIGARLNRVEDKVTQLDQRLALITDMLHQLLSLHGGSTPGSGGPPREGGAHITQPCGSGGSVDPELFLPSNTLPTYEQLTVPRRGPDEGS
#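 System: CHO-K1 cells stably expressing KCNQ1 / Medium: assay buffer for compound exposure, DMSO matched across wells / Reagent: thallium- and potassium-containing depolarizing buffer / Compound: one concentration, matched DMSO / Incubation: 20 min compound pretreatment at room temperature / Measured by: kinetic FluxOR fluorescence, 10 s baseline plus 110 s post-stimulus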
# KCNQ1 inh = inhibitors of human KCNQ1 channel, primary screen, cell-based, thallium flux, high-throughput; AID 2642, 2010; 1.3% of 310,000 active; CHO-K1 KCNQ1, FluxOR thallium flux fluorescence; active compounds read high; B-score at 10 µM; Potassium voltage-gated channel subfamily KQT member 1 (Homo sapiens), P51787;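 active = compounds whose thallium flux B-score, printed positive for inhibition, exceeds three library SD while starting fluorescence stays within three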;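 note: channel opened by potassium depolarization with thallium stimulus after 20 min compound exposure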
# HDAC3 inh = HDAC3 deacetylase inhibitors, primary screen, biochemical, fluorescence, cell-free homogeneous; Histone deacetylase 3 (Homo sapiens), O15379; recombinant HDAC3, fluorogenic peptide/trypsin coupled; inhibition, % at 8.3 µM; 0.15% of 320,000 active; in the data active = inhibition above about 26%, passing the limit was not always enough
# GSK3 alpha inh = blockers of GSK3A enzyme activity – biochemical, luminescence, cell-free homogeneous, HTS, primary screen; GSK-3 alpha kinase, ADP-Glo luminescence, 60 min; inhibition, % at 10 µM; 0.1% of 320,000 active;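 in the data active = inhibition above about 50%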;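 note: GST-tagged GSK-3 alpha with peptide substrate and 25 µM ATP; 0% = DMSO neutral wells and 100% = GW8510 positive control wells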
# GSK3beta inhib = human GSK3beta kinase inhibitors, primary screen, biochemical, cell-free homogeneous, HTS; GST-GSK3beta kinase, ADP-Glo luminescence, 60 min; active compounds read low; activity score (negative = inhibition), % at 10 µM; 0.038% of 300,000 active; AID 2097, 2009;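 active = more than half of replicate wells score below -50%, meaning over 50% inhibition versus plate controls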;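 note: 0% = median DMSO wells and -100% = median GW8510 positive control wells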
#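 Assay system: GST-tagged human GSK3beta kinase, cell-free; Input: 1.6 ng GSK3beta; Medium: Tris/MgCl2 kinase buffer; Timing: 60 min enzyme reaction, room temperature; Signal: ADP-Glo luminescence quantifying ADP generated by kinase; Evaluation: score relative to plate controls; Benchmarks: DMSO neutral wells and GW8510 at 20 µM as positive.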
# PolyA inh = polyadenylation inhibitors in yeast reporter cells, primary screen, luminescence, S. cerevisiae. AID 1875, 2009. S. cerevisiae SKY197-pL101 polyadenylation reporter, beta-gal luminescence; efflux-impaired pdr1/pdr3 knockout yeast; score 100 = 6 SD above DMSO. 0.02% of 300,000 active. calls only at 12 µM;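 active = lowest replicate activity score at least 50, where 100 means six control SD above control mean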;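 note: yeast exposed to compound for 9 h at 30 °C; higher score means more reporter readthrough which indicates perturbed polyadenylation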
# RGS4 act = RGS4 potentiators or activators, primary screen, cell-based, HEK293 M3R inducible RGS4, calcium flux. carbachol calcium flux Fluo4; active compounds read low. B-score at 10 µM. 0.92% of 310,000 active;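 active = B-score of the integrated calcium signal more than 4 SD below the library mean, with starting fluorescence not abnormally high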;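 note: negative B-score means reduced calcium response which marks RGS4 activation or potentiation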
#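 test system = M3R-expressing HEK293 line, RGS4 induced by doxycycline | probe or stimulus = carbachol at ECmax as muscarinic agonist stimulus | timing = dye loading 30 min 37 °C, buffer rest 30 min RT | signal = calcium dye Fluo4 fluorescence | evaluation = B score from integrated fluorescence ratio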
# KCNK9 inh = KCNK9 potassium channel inhibitors, primary screen, HEK293 cells, thallium flux; B-score at 10 µM; Potassium channel subfamily K member 9 (Homo sapiens), Q9NPC2; 1.2% of 310,000 active; FluxOR thallium flux fluorescence; active compounds read low;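 active = ratio B-score over 3 SD below the library mean, with starting fluorescence within 5 SD of its mean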;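 note: negative B-score means less thallium flux so channel inhibition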
# Target sequence (Q9NPC2 whole entry, looked up): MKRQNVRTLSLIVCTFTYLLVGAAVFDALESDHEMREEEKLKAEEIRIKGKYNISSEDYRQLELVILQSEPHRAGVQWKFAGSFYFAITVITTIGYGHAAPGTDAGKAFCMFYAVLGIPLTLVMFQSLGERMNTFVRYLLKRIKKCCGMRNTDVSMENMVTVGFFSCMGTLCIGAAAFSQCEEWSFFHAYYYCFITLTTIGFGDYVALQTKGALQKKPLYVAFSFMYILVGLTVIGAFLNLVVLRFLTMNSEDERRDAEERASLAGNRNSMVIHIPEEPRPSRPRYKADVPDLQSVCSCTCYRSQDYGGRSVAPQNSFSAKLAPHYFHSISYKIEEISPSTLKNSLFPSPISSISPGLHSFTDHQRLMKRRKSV
# hERG protect = hERG rescue from dofetilide block, primary screen, cell-based, CHO-hERG, FluxOR thallium flux, dofetilide IC70. Voltage-gated inwardly rectifying potassium channel KCNH2 (Homo sapiens), Q12809. dofetilide IC70 present. activation (rescue from dofetilide block), less the hit threshold, % at 10 µM. 0.51% of 310,000 active. AID 1511, 2009;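 active = activation above the mean of controls blocked by dofetilide plus 5 SD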;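 note: thallium influx through hERG after potassium depolarization seen as dye fluorescence rise; in these data hits start at about 4.7%; inactives centre near -7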
# Dyrk1A ADPGlo = rat Dyrk1A kinase inhibitors, primary screen, biochemical, single point, plate reader | Dual specificity tyrosine-phosphorylation-regulated kinase 1A (Rattus norvegicus), Q63470 | ADP-Glo luminescence, NFATc1 peptide | inhibition, % at 12.5 µM | 0.43% of 310,000 active | AID 504441, 2011; in the data active = inhibition above about 50%;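 note: plate controls were vehicle with enzyme for no effect and no enzyme for full effect; many of its hits are not listed in these tables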
# KCNK3 inh = human KCNK3 channel inhibitors, primary screen, CHO cells, FluxOR thallium flux, B-score | AID 602410, 2012 | Potassium channel subfamily K member 3 (Homo sapiens), O14649 | 0.84% of 340,000 active | FluxOR fluorescence; active compounds read low | B-score at 10 µM;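 active = B-score under library mean minus 4 SD, starting fluorescence ratio at most library mean plus 5 SD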;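 note: more negative B-score means stronger inhibition of thallium flux through KCNK3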
# Numbers without * were called inactive; i = inactive; x = not tested or not shown; & = joins results of further samples. An excerpt. The share of hits here may be higher or lower than overall.
SMILES,KCNQ1 act,KCNQ1 inh,HDAC3 inh,GSK3 alpha inh,GSK3beta inhib,PolyA inh,RGS4 act,KCNK9 inh,hERG protect,Dyrk1A ADPGlo,KCNK3 inh
OCc1nc2ccccc2n1C/C=C/c1ccccc1,i,i,0,-1,1,i,i,i,-5,2,i
C=CCn1c(SCC(=O)NC(C)(C)C)nnc1-c1ccccc1O,i,i,-5,0,5,i,i,i,-9,7,i
COC(=O)c1[nH]c2cc(OC)ccc2c1NC(=O)c1nonc1C,i,i,-10,0,2,i,i,i,-12,-6,i
O=C(Nc1ccc(Cl)cc1)Nc1ccc(C(=O)N2CCOCC2)cc1,i,i,4,-1,1,i,i,i,-7,x,i
Cc1c(NC(=O)C23CC4CC(CC(Br)(C4)C2)C3)c(=O)n(-c2ccccc2)n1C,i,i,-3,-1,-4,i,i,i,-4,3,i
COc1ccc(CNS(=O)(=O)c2ccc3c(c2)N(C(C)=O)CCO3)cc1,i,i,-1,-2,0,i,i,i,-5,0,i
Cc1cc(C)nc(SCC(=O)N/N=C/C=C/c2ccccc2)n1,i,i,3,-1,-3,i,i,i,-10,1,i
COC(=O)c1ccccc1NC(=O)c1ccc2c(c1)OCCO2,i,i,2,0,2,i,i,i,2,0,i
CC(=O)N1C(C(=O)O)Cc2c([nH]c3ccccc23)C1(C)C (stereo unspecified),i,i,-1,-2,-2,i,i,i,-5,-1,i
COc1cccc(C2=NN(C(=O)c3ccco3)C(c3ccco3)C2)c1 (stereo unspecified),i,i,9,1,3,i,i,i,-10,42,i
Nc1nc2c(F)c(F)c(F)cc2s1,i,i,-7,2,-5,i,i,i,-6,-3,i
O=C(CN1C(=O)c2ccccc2S1(=O)=O)c1ccc(F)cc1,i,i,-1,0,1,i,i,i,-5,-1,i

# Single records, from the list above.
# `COc1ccc(CNS(=O)(=O)c2ccc3c(c2)N(C(C)=O)CCO3)cc1` is listed with KCNQ1 act = i; KCNQ1 inh = i; HDAC3 inh = -1; GSK3 alpha inh = -2; GSK3beta inhib = 0; PolyA inh = i; RGS4 act = i; KCNK9 inh = i; hERG protect = -5; Dyrk1A ADPGlo = 0; KCNK3 inh = i
# `OCc1nc2ccccc2n1C/C=C/c1ccccc1` is listed with KCNQ1 act = i; KCNQ1 inh = i; HDAC3 inh = 0; GSK3 alpha inh = -1; GSK3beta inhib = 1; PolyA inh = i; RGS4 act = i; KCNK9 inh = i; hERG protect = -5; Dyrk1A ADPGlo = 2; KCNK3 inh = i

# Sorted by formula weight (ascending): 3 of the compounds above.
SMILES,KCNQ1 act,KCNQ1 inh,HDAC3 inh,GSK3 alpha inh,GSK3beta inhib,PolyA inh,RGS4 act,KCNK9 inh,hERG protect,Dyrk1A ADPGlo,KCNK3 inh
OCc1nc2ccccc2n1C/C=C/c1ccccc1,i,i,0,-1,1,i,i,i,-5,2,i
COc1cccc(C2=NN(C(=O)c3ccco3)C(c3ccco3)C2)c1 (stereo unspecified),i,i,9,1,3,i,i,i,-10,42,i
Cc1c(NC(=O)C23CC4CC(CC(Br)(C4)C2)C3)c(=O)n(-c2ccccc2)n1C,i,i,-3,-1,-4,i,i,i,-4,3,i

# (list continues)
SMILES,KCNQ1 act,KCNQ1 inh,HDAC3 inh,GSK3 alpha inh,GSK3beta inhib,PolyA inh,RGS4 act,KCNK9 inh,hERG protect,Dyrk1A ADPGlo,KCNK3 inh
COCCCNC(=O)c1ccc2c(c1)ncn2-c1ccc(C)cc1C,i,i,-2,3,4,i,i,i,-4,0,i
CC(=O)CCc1c[nH]c2c(C(=O)O)cccc12,i,i,7,-3,1,i,i,i,-9,-2,i
NC(=S)NNC(=O)c1cc(C(F)(F)F)cc(C(F)(F)F)c1,i,i,0,-2,-1,i,i,i,-1,-1,i
COc1cc(=O)[nH]c(SC(C)C(=O)Nc2nc3c(s2)CCCC3)n1 (stereo unspecified),i,i,0,-10,8,i,i,i,-1,3,i
CCN(CC)C(=O)C1CCCN(Cc2sccc2C)C1 (stereo unspecified),i,i,-3,0,-1,i,i,i,-15,2,i
CCOc1ccc(-c2c(C#N)c(N)nc3c2c(=O)n(C)c(=O)n3C)cc1OC,i,i,-3,-19,-3,i,i,i,-8,0,i
CC1=C(C(=O)Nc2ccccc2F)C(c2cccs2)C2=C(CCCC2=O)N1 (stereo unspecified),i,i,-7,1,1,i,i,i,-14,3,i
Nc1ncccc1OCc1ccc(Cl)c(Cl)c1,i,i,4,0,2,i,i,i,-2,-9,i
CCOC(=O)N1CCC(Nc2c(NCCN3CCN(c4ccccc4F)CC3)c(=O)c2=O)CC1,i,i,4,0,0,i,i,i,-9,-1&1,i
Cc1ccc(O)c(NC(=O)CSc2ccc(Cl)cc2)c1,i,i,-3,-2,-5,i,i,i,-9,0,i
CN(C(=O)CSc1nnnn1-c1ccc(O)cc1)C1CCS(=O)(=O)C1 (stereo unspecified),i,i,6,-1,-1,i,i,i,-5,-1,i
O=C(COc1ccc(Br)cc1)N/N=C1/SCC(=O)N1Cc1ccccc1,i,i,2,2,-1,i,i,i,-5,0,i
Cc1cc2cc(C=O)c(Cl)nc2cc1C,i,i,2,1,-2,i,i,i,-6,0,i
CCc1ccc(NC(=O)CCc2c(C)nn(-c3ccc(N4CCCCC4)nn3)c2C)cc1,i,i,1,-2,31,i,i,i,-13,8,i
CCc1cccc(C)c1NC(=O)COn1nnc2ccc(C(F)(F)F)cc21,i,i,5,0,0,i,i,i,-5,1,i
COc1cc(/C=C2\C(=O)N(c3ccc(NC(C)=O)cc3)N=C2c2ccccc2)ccc1O,i,i,6,1,0,x,i,i,-17,9,i
COc1ccccc1NC(=O)NCCCN1CCN(c2cccc(Cl)c2)CC1,i,i,7,-2,1,i,i,i,-18,-1,i
CCOC(=O)CCC(=O)Nc1ccc(S(=O)(=O)N2CCCC2)cc1,i,i,12,-1,0,i,i,i,1,-6,i
CC(=O)c1ccc(C(=O)N2CCCC(N3CCN(c4ccc(F)cc4)CC3)C2)s1 (stereo unspecified),i,i,-1,-1,3,i,i,i,-4,-6,i
CC(=O)Nc1ccc(NC(=O)C(C)OC(=O)C2CCN(S(=O)(=O)c3cccs3)CC2)cc1 (stereo unspecified),i,i,x,-1,-7,i,i,i,-4,-4,i
CCOc1ccccc1-c1nc(CN2CCC(C(=O)N3CCOCC3)CC2)c(C)o1,i,i,8,0,2,i,i,i,-11,x,i
Cc1ccc(C)n1-c1cccc(N)c1,i,i,-9,-1,1,i,i,i,-11,x,x
COc1ccc(S(=O)(=O)N(C)CC(=O)NCc2cccnc2)cc1C,i,i,-2,-1,-4,i,i,i,-11,x,i
Cc1nn(CCCC(=O)NCCc2ccccc2)c(=O)c2nn(-c3ccccc3)c(C)c12,i,i,-1,-1,-4,i,i,i,-11,5,i

# Quoted from the listing.
# Value of CCOc1ccccc1-c1nc(CN2CCC(C(=O)N3CCOCC3)CC2)c(C)o1 under HDAC3 inh: 8
# Value of Cc1ccc(C)n1-c1cccc(N)c1 under hERG protect: -11

# (continued)
SMILES,KCNQ1 act,KCNQ1 inh,HDAC3 inh,GSK3 alpha inh,GSK3beta inhib,PolyA inh,RGS4 act,KCNK9 inh,hERG protect,Dyrk1A ADPGlo,KCNK3 inh
CC(CNc1nc2ccc(Cl)cc2n2cnnc12)c1ccccc1 (stereo unspecified),i,i,1,1,0,i,i,i,-13,8,i
CCOC(=O)c1c(C)[nH]c(C)c1C(=O)COc1ncnc2cc([N+](=O)[O-])ccc12,i,i,0,-1,-1,i,i,i,-20,x,i
COc1ccc(OC)c(/C=N/Nc2cc(C)nc(N3CCOCC3)n2)c1,i,i,-2,-4,-3,i,i,i,-10,3,i
Cc1c(C(=O)O)c(=O)n(-c2ccccc2)n1-c1ccccc1,i,i,-2,-2,-1,i,i,i,-7,7,i
COc1cccc(-c2nc(CS(=O)(=O)CC(=O)NCCCN3CCOCC3)c(C)o2)c1,i,i,8,-2,0,i,i,i,-7,-1,i
Cn1c(N)c(C(=O)COC(=O)c2ccc3c(c2)C(=O)N(c2ccc(Cl)cc2)C3=O)c(=O)n(C)c1=O,i,i,-1,-1,-3,i,i,i,-11,x,i
CCOCCc1nnc(NC(=O)C2CC(=O)N(c3ccc(OCC)cc3)C2)s1 (stereo unspecified),i,i,5,-2,1,i,i,i,-6,-5,i
CCOc1ccc(N(CC(=O)N2CCOCC2)S(=O)(=O)c2ccc(SC)cc2)cc1,i,i,4,-6,-5,i,i,i,-6,0,i
COc1ccccc1-c1cc(C(F)(F)F)nc(N2CCOCC2)n1,i,i,5,0,1,i,i,i,-14,0,i
Cn1cc(Cl)c(C(=O)Nc2cccc(Cl)c2Cl)n1,i,i,-3,-3,-1,i,i,i,-6,4,i
O=C1OC(c2ccccc2)=N/C1=C/c1cccc(OC(=O)c2cccs2)c1,i,i,-7,3,1,i,i,i,-9,-4,i
Cc1ccc(N(C(=O)Cc2cccs2)C2C=CS(=O)(=O)C2)cc1Cl (stereo unspecified),i,i,1,4,2,i,i,i,-4,-2,i
O=C(Cc1ccc(S(=O)(=O)N2CCOCC2)s1)NCCc1ccc(F)cc1,i,i,-3,-2,2,i,i,i,-14,3,i
O=C(CCCN=C1NS(=O)(=O)c2ccccc21)OCC(=O)N1CCc2ccccc21,i,i,2,0,0,i,i,i,-9,9,i
COc1cccc(NC(=S)NCCCN2CCOCC2)c1,i,i,8,-3,4,i,i,i,-6,0,i
CC(=O)c1ccc(NC(=O)CSC(=S)N2CCCC2)cc1,i,i,-1,0,-4,i,i,i,-17,3,i
CCOC(=O)N1CCN(S(=O)(=O)CCNC(=O)c2ccc(F)cc2)CC1,i,i,-2,-2,-1,i,i,i,-10,0,i
